NOD1 inhibition: NOD1 signaling inhibitors, primary screen, cell-based, luminescence, uHTS (AID 1578). NOD1-driven NF-kB luciferase reporter cells, luminescence; higher % means a stronger effect. inhibition, % at 4 µM, or EC50 in µM where a hit was titrated. hit rate 1% among 290,000; in the data active means inhibition mostly above about 36%, no sharp cut-off; inactive means mostly below about 34%;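 further: HEK-293T reporter cells stimulated with the NOD1 agonist gamma-tri-DAP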
HIV peptide binding: inhibitors of HIV fusion peptide binding, primary screen, biochemical, uHTS, fluorescence dequenching (AID 1986); cell-free peptide binding, fluorescence dequenching, 30 min; higher % means a stronger effect; one-dose inhibition, % at 20 µM; IC50 in µM for titrated hits; hit rate 0.3% among 290,000; in the data active means inhibition mostly above about 52%, no sharp cut-off; inactive means mostly below about 76%; further: some results filed as inactive read as strong as hits
West Nile antiviral: West Nile virus antiviral activity, cell-based, CPE readout (AID 1621); West Nile virus-infected cells, CPE inhibition; higher % means a stronger effect; hit rate 0.02% among 290,000; one-dose CPE inhibition, % at 10 µM; IC50 in µM for titrated hits; in the data active means a potency from the dose series; inconclusive means CPE inhibition mostly from about 3.7% at the one dose, without a potency; inactive means the rest, 99 in 100 with CPE inhibition below about 2.2%; further: strong numbers were not always called active
KOR beta-arrestin-1: KOR agonists, beta-arrestin recruitment, primary screen, cell-based, luminescence, uHTS (AID 1777); Kappa-type opioid receptor (Homo sapiens); KOR beta-arrestin recruitment, luminescence; higher % means a stronger effect; activation, % at 10 µM; hits with a dose series show EC50 in µM; hit rate 0.02% among 280,000; in the data active means activation above about 50%, passing the limit was not always enough; further: a part of the inactive calls stands beside numbers as strong as those of hits
NOD2 inhibition: NOD2 signaling inhibitors, cell-based, luminescence, uHTS, HEK293 (AID 1566); hit rate 0.63% among 290,000; HEK293 NOD2/NF-kB luciferase reporter, luminescence; higher % means a stronger effect; one-dose inhibition, % at 4 µM; EC50 in µM for titrated hits; further: many of its hits are not listed in these tables
KOR beta-arrestin-2: KOR antagonists, beta-arrestin recruitment, cell-based, luminescence, uHTS (AID 1778); one-dose inhibition, % at 10 µM; IC50 in µM for titrated hits; Kappa-type opioid receptor (Homo sapiens); KOR beta-arrestin recruitment, luminescence, antagonist mode; higher % means a stronger effect; hit rate 0.091% among 290,000; further: strong numbers were not always called active
Yfh1-off respiration: enhancers of respiration in Yfh1-depleted yeast, dose response, Friedreich's ataxia, plus single-dose screen (AID 1465) | S. cerevisiae Yfh1-off respiration, WST-1 reduction, 72 h; higher fold induction means a stronger effect | fold induction at 50 µM; hits with a dose series show EC50 in µM | hit rate 0.074% among 220,000;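 active means fold induction of absorbance versus untreated yeast above a set limit, then at least 30% activation at any dose in follow-up; inconclusive means repeats straddling the limit, or above it without dose testing; inactive means fold induction below the set limit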;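 further: activators that raise dye reduction in frataxin-depleted yeast; strong numbers were not always called active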
Dengue-2 NS5 capping: Dengue-2 NS5 methyltransferase inhibitors, primary screen, biochemical, confirmation dose response (AID 588689). Genome polyprotein (Dengue virus type 2 (strain 16681-PDK53)). Dengue-2 NS5 methyltransferase capping enzyme assay, biochemical; higher % means a stronger effect. one-dose inhibition, % at 25 µM; IC50 in µM for titrated hits. hit rate 0.3% among 340,000; in the data active means a potency from the dose series; inconclusive means inhibition above about 29% without an active follow-up result
AID2073: inhibitors of Mint1-CaV2.2 protein interaction, biochemical, HTRF (AID 2073). Voltage-dependent N-type calcium channel subunit alpha-1B (Homo sapiens). HTRF protein-protein interaction, Mint1-CaV2.2; higher % means a stronger effect. inhibition, % at 20 µM, or IC50 in µM where a hit was titrated. hit rate 0.19% among 290,000; in the data active means inhibition mostly above about 51%, no sharp cut-off; inconclusive means no clear call, values can overlap the other calls; inactive means mostly below about 53%; further: some results filed as inactive read as strong as hits
Dengue-2 NS5 capping pilot replicate: also measured in Dengue-2 NS5 capping; calls as there; inhibition, %; measured here: pilot screen replicate inhibition
The depositor's hits bear a star; i = inactive; ? = inconclusive; . = not tested or not shown; [ ] = dose if it differs, or a comment. Unless noted, no stated cut-off is given here; in the data, active means inhibition above about 50%; inactive means the rest. A portion of the library; the hit share may differ from the screen's.

SMILES | NOD1 inhibition | HIV peptide binding | West Nile antiviral | KOR beta-arrestin-1 | NOD2 inhibition | KOR beta-arrestin-2 | Yfh1-off respiration | Dengue-2 NS5 capping | AID2073 | others
COc1ccc(C2c3ccc4ccccc4c3Oc3ncn(CCCO)c(=N)c32)cc1 (configuration not stated) | 7% | -0.1% | -2.0% | 103% | -55% | -137% | i | -8% | -3%
C#CCN(C(=O)c1cc(COc2cccc(C(F)(F)F)c2)on1)C1CCCCC1 | -8% | 1.8% | -0.1% | -2.3% | 18% | -7% | . | -8% | 10%
Cc1nc2c(c(=O)c3ccccc3n2C)c(=O)n1-c1ccccc1 | -3% | -2.2% | -0.6% | -0.3% | 6% | 33% | i | 2% | 14%
Cn1cc(C(=O)c2ccc(Cl)cc2Cl)cc1C(=O)N/N=C(\N)COc1cccc(C(F)(F)F)c1 | -3% | 2.3% | -0.1% | 1.2% | 18% | 5% | i | -6% | -5%
CCCCNc1c(N)n(CCC)c(=O)[nH]c1=O | -30% | 6.9% | -0.1% | 0.2% | 9% | 13% | i | -9% | -15%
O=[N+]([O-])c1ccc(N(CC(O)CN2CCCCC2)S(=O)(=O)c2ccccc2)cc1 (configuration not stated) | -14% | 0.1% | -0.5% | -3.0% | 12% | 18% | . | -4% | 4%
CCOC(=O)c1cc(CC)sc1NC(=O)c1ccc(N2C(=O)CCC2=O)cc1 | -4% | -0.7% | ? | 3.4% | 19% | -34% | i | 1% | 15%
COc1ccc(CCNc2nc(C)cc(C)n2)cc1OC | -27% | 1.7% | -0.1% | -1.1% | 4% | -11% | . | 0% | -4%
CCCCCn1c(CN2CCN(c3cccc(Cl)c3)CC2)nc2c1c(=O)n(C)c(=O)n2C | 29% | -3.1% | 0.5% | -2.6% | 17% | 6% | i | -6% | -1%
CN1CCN(C(=O)/C(=C/c2cccs2)NC(=O)c2cccs2)CC1 | -10% | 2.3% | -0.1% | -0.5% | 8% | 17% | i | -2% | 48%
Cn1c(-c2ccc(Br)cc2)cnc1NCc1cccnc1 | 3% | -0.7% | 0.6% | 2.0% | -2% | -41% | i | -5% | -2%
CC1=C(C(=O)N2CCCC(CCC(=O)NCc3ccc(F)c(F)c3)C2)OCCO1 (configuration not stated) | -22% | 1.0% | -0.5% | 1.0% | 14% | -13% | i | 2% | 1%
Cc1ccc(C(=O)OCC(=O)NCC2CCCO2)c(C)c1 (configuration not stated) | -32% | 0.7% | 0.4% | 5.9% | -3% | -9% | i | -4% | -5%
NC(=O)c1nsc(C(=O)N(c2ccccc2F)C(C(=O)NCc2ccccc2)c2ccc(O)cc2)c1N (configuration not stated) | 33% | 0.9% | 0.8% | 1.3% | 35% | -138% | . | -8% | 19%
CCc1ccccc1NC(=O)C1=CC(c2ccc(OC)c(OC)c2)=NS(=O)(=O)N1C | -8% | -1.4% | -0.6% | -2.5% | 17% | -18%[20 µM] | . | -2% | 5%
Cc1nc(SCC(=O)Nc2nc3ccccc3s2)n[nH]1 | -25% | -0.7% | -0.1% | 6.9% | -13% | -6% | . | -4% | -8%
CC(C)=C(NC(=O)c1ccccc1)C(=O)N/N=C(\C)c1ccccc1O | -11% | -2.4% | -0.1% | 3.0% | 13% | 9% | i | -10% | 0%
CN(c1ccc(OCC(=O)N2CCOCC2)cc1)S(=O)(=O)c1ccc(F)cc1 | 3% | -0.4% | 0.4% | -2.6% | 8% | -24% | i | 1% | -4%
CC(C)CNS(=O)(=O)c1cc(C(=O)OCC(=O)N(C)C2CCS(=O)(=O)C2)c(Cl)cc1Cl (configuration not stated) | -2% | -1.7% | -0.1% | -4.1% | 5% | 13% | i | 2% | 11%
CCC(=O)c1ccc(OCC(O)CN2CCc3ccccc3C2)cc1 (configuration not stated) | -41% | -1.6% | -0.8% | 1.6% | -12% | 13%[20 µM] | . | -1% | ? | Dengue-2 NS5 capping pilot replicate=-2.1
CSc1nnc(C)c(/C=C/Nc2ccc(Cl)cc2)n1 | 19% | 2.5% | 0.7% | -1.0% | 6% | 6% | i | -45% | -12%
CCc1c(C)c2ccc(OCC(=O)N(C)C)c(C)c2oc1=O | -8% | -0.5% | -1.1% | 2.7% | 17% | -2% | i | -8% | 8% | Dengue-2 NS5 capping pilot replicate=-1.5
COc1ccccc1OCCn1cc(C#N)c2ccccc21 | 14% | 1.0% | -0.1% | -4.6% | -15% | -22% | i | 4% | 11%
Cc1ccccc1-n1c(=O)n(Cc2ccc(C(=O)O)cc2)c(=O)c2[nH]cnc21 | 0% | 2.9% | -0.3% | 0.2% | 14% | -7% | . | 5% | -8%
CCOC(=O)CCC(NC(=O)c1cncc(O)c1)C(=O)OCC (configuration not stated) | -5% | 0.6% | -0.5% | 8.4% | -15% | -15% | i | -6% | 6%

Among those listed so far, two contain an aryl thioether with sulfur outside any ring.
SMILES | NOD1 inhibition | HIV peptide binding | West Nile antiviral | KOR beta-arrestin-1 | NOD2 inhibition | KOR beta-arrestin-2 | Yfh1-off respiration | Dengue-2 NS5 capping | AID2073 | others
Cc1nc(SCC(=O)Nc2nc3ccccc3s2)n[nH]1 | -25% | -0.7% | -0.1% | 6.9% | -13% | -6% | . | -4% | -8%
CSc1nnc(C)c(/C=C/Nc2ccc(Cl)cc2)n1 | 19% | 2.5% | 0.7% | -1.0% | 6% | 6% | i | -45% | -12%

Next part:
SMILES | NOD1 inhibition | HIV peptide binding | West Nile antiviral | KOR beta-arrestin-1 | NOD2 inhibition | KOR beta-arrestin-2 | Yfh1-off respiration | Dengue-2 NS5 capping | AID2073 | others
COc1ccc(O)c(C(=O)c2cc(C(=O)NCCc3ccccc3)c(=O)n(CCc3ccccc3)c2)c1 | 23% | -2.2% | -1.9% | -4.7% | -8% | 15% | i | 1% | -3%
CC(C)OP(=O)(OC(C)C)C(NC(=O)c1ccccc1)C(N)=O (configuration not stated) | -6% | 1.0% | 0.0% | -0.7% | 3% | 28% | i | -2% | 2%
Cc1ccc(OCc2cc(C(=O)N3CCc4sccc4C3)no2)cc1C | -31% | 1.5% | -0.1% | 2.9% | 15% | -15% | . | -3% | 0%
Cc1nnc(SCc2nc3sc4c(c3c(=O)[nH]2)CCCC4)n(N)c1=O | -4% | 4.2% | -0.4% | -3.7% | 3% | -10% | i | . | 3%
O=C(O)C1C2CCC(CC2)C1C(=O)N1CCN(Cc2ccc(F)cc2)CC1 (configuration not stated) | -5% | 1.4% | -0.5% | -2.0% | 8% | -23%[20 µM] | . | . | 15%
CCc1ccc2oc(C(=O)Nc3cccnc3)c(C)c2c1 | -110% | 1.3% | -0.4% | -3.1% | -168% | -10% | . | -1% | 6%
Cc1noc(NS(=O)(=O)c2ccc(NC(=O)C34CC5CC(C3)CC(n3cnc(Cl)n3)(C5)C4)cc2)c1C | 17% | 0.4% | -0.1% | -1.7% | 1% | 6% | i | -1% | 4%
CCN(CC)C(=O)C1CCCN(C(=O)c2cc(COc3cccc(OC)c3)on2)C1 (configuration not stated) | -17% | -1.3% | -0.5% | 9.9% | -3% | 4% | . | 4% | 5%
CC1CC(C)CN(C(=O)c2ccc3c(c2NCCO)C(=O)c2ccccc2C3=O)C1 (configuration not stated) | -14% | -1.4% | -0.2% | 3.6% | 16% | -58% | i | 7% | 59%*
COc1ccc(CCNC(=O)c2ccc(Cl)c(S(=O)(=O)N(C)c3ccccc3)c2)cc1 | 67% | -1.3% | -1.0% | 15% | 22% | 19% | i | 3% | 4%
CCN1CCCC1CNC(=O)c1cc2c(-c3ccc(Cl)cc3)nn(C)c2s1 (configuration not stated) | -43% | -1.4% | -0.1% | 2.3% | 6% | -4% | i | -4% | 25%
O=c1c2ccccc2nc(/C=C/c2cccc(Br)c2)n1CCCO | -9% | -1.6% | 0.0% | -1.6% | -1% | 12% | . | 1% | 13%
O=C(O)c1ccc(/C=N/Nc2cccc(C(F)(F)F)c2)cc1 | -66% | 35% | 0.4% | 0.0% | -76% | -19% | i | -3% | -1%
Cc1cc(CNC(=O)c2ccc(C)c([N+](=O)[O-])c2)c2ccccc2n1 | 26% | -0.7% | -0.1% | -4.4% | 24% | -53% | i | -5% | -6%
COC(=O)c1cccc(CN2C(=O)SC(Nc3ccc(C)cc3)C2=O)c1 (configuration not stated) | -7% | -1.2% | -0.5% | 5.4% | 6% | -7% | i | 5% | -14%
C=CCN1C(=O)N/C(=C/c2ccccc2OCC(=O)Nc2ccc(F)cc2)C1=O | -32% | 1.2% | -1.2% | 5.7% | 14% | -6% | i | 2% | 3%
Cn1c(-c2ccc(Cl)cc2)cnc1N | 0% | -3.8% | 0.3% | -3.3% | 6% | -7% | i | 1% | -2%
C/C(=N\N1CCN(c2ccccc2)CC1)c1ccc(O)cc1 | -7% | -0.3% | 0.6% | -2.4% | -13% | 16% | . | 3% | 2%
O=[N+]([O-])c1ccccc1OCCN1CCOCC1 | -22% | -0.7% | -0.2% | 3.3% | 8% | -47%[20 µM] | . | 3% | -8%
COc1cccc(C2CC(c3cccs3)=NN2S(C)(=O)=O)c1OC (configuration not stated) | -30% | -0.8% | -0.8% | -0.2% | 0% | -5%[20 µM] | i | 15% | -1%
CC(=S)/C=C1\Sc2ccccc2N1C | -19% | 1.3% | ? | 5.5% | 0% | -15% | i | 13% | 3%
Cc1nn(S(=O)(=O)c2cccc([N+](=O)[O-])c2)c(C)c1S(=O)(=O)N1CCOCC1 | -20% | 8.6% | -0.4% | 0.9% | 15% | 16% | . | -6% | 5%
CN1CCN(Cc2nc3ccccc3n2C)CC1CCO (configuration not stated) | 2% | -1.0% | 0.7% | -2.1% | 12% | 2% | . | 3% | 24% | Dengue-2 NS5 capping pilot replicate=-2.1
Cc1nc2sc(C(=O)Nc3ccccc3Cc3ccccc3)c(C)c2c(=O)[nH]1 | 22% | -1.3% | -0.3% | 2.5% | 9% | -10% | i | 2% | 1%
CC1=C(C#N)C(NC(=O)c2ccc(C)cc2)(C(F)(F)F)C(=O)N1 (configuration not stated) | 9% | -1.2% | . | 0.1% | 11% | 20% | . | -3% | -4%
Cc1ccc(NC(=O)C2CC(O)CN2C(=O)Oc2ccccc2)c(C)c1 (configuration not stated) | -12% | 0.2% | 0.2% | 1.2% | -17% | 15% | . | -4% | 15%
CSc1ccc(CN(C)Cc2nc3ccccc3c(=O)[nH]2)cc1 | -5% | -0.1% | -0.7% | 2.9% | -3% | -13% | i | 3% | 13%

Among those listed so far, two contain a cyano group.
SMILES | NOD1 inhibition | HIV peptide binding | West Nile antiviral | KOR beta-arrestin-1 | NOD2 inhibition | KOR beta-arrestin-2 | Yfh1-off respiration | Dengue-2 NS5 capping | AID2073 | others
COc1ccccc1OCCn1cc(C#N)c2ccccc21 | 14% | 1.0% | -0.1% | -4.6% | -15% | -22% | i | 4% | 11%
CC1=C(C#N)C(NC(=O)c2ccc(C)cc2)(C(F)(F)F)C(=O)N1 (configuration not stated) | 9% | -1.2% | . | 0.1% | 11% | 20% | . | -3% | -4%
